UBC9 SUMO inh = SUMOylation inhibition | P63279 | HTRF SUMOylation assay, SAE1/SAE2 + UBC9, in vitro | inhibition, % at 35 µM | actives 0.36% (n = 290,000); in the data active = inhibition above about 50%, passing the limit was not always enough; also: strong numbers were not always called active
Target sequence (P63279 whole entry, looked up): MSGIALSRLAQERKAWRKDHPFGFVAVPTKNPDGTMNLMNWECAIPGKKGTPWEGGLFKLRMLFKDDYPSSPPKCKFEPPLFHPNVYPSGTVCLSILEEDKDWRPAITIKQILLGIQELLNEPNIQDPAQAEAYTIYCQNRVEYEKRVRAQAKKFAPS
NALP1 yeast inh = NALP1 inhibition | S. cerevisiae NALP1/ASC/caspase-1 growth, X-gal OD620, 72 h | inhibition, % at 10 µM | actives 0.61% (n = 280,000); in the data active = inhibition mostly above about 24%, no sharp cut-off; inactive = mostly below about 32%; also: some compounds called inactive have numbers as strong as hits
IMP-1 inh = blocks Pseudomonas aeruginosa IMP-1 metallo-beta-lactamase; inhibition, % at 5.6 µM; purified IMP-1, nitrocefin hydrolysis, epi-absorbance fluorescence; actives 0.45% (n = 290,000);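 active = inhibition above the mean plus 3 SD of all compounds in the same screening run, cut at about 4.5% in these data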;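 also: 0% = IMP-1 with DMSO and 100% = DMSO wells lacking enzyme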
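Assay system: purified IMP-1; Quantity: IMP-1 0.2 nM before substrate addition; Medium: HEPES buffer pH 7.1 with ZnSO4 and Brij 35; Incubation: 15 min enzyme–compound preincubation, then 25 min nitrocefin reaction, 25 °C; Signal: fluorescence quenching readout, ex 480/em 530 nm; Controls: DMSO with and without IMP-1; Repeats: singlicate testing.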
DNA FID counter = displaces DNA intercalator in HCV helicase counter-screen; DNA fluorescent intercalator displacement, fluorescence; inhibition, % at 7.9 µM; actives 0.17% (n = 290,000); in the data active = inhibition above about 37%;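 also: 0% = vehicle and 100% = reference compound; higher means more ethidium bromide displaced from hairpin DNA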
M18AAP inhibitor = PfM18AAP enzyme inhibition | recombinant PfM18AAP, H-Glu-NHMec fluorogenic cleavage | inhibition, % at 7.35 µM | actives 1.2% (n = 290,000);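 active = inhibition above the campaign mean inhibition over all tested compounds plus 3 SD, cut at about 28% in these data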;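 also: 0% = plate median of test compound wells and 100% = 2 mM ZnCl2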
MEKK2wt PB1 HTS = raises or lowers MEK5 binding to wildtype human MEKK2 PB1 domain; bead flow cytometry, Alexa488-MEK5 binding to MEKK2 WT; actives lie on both sides; binding response (% of control), % at 10 µM; actives 1.1% (n = 290,000); AID 1531; in the data active = binding response below about 67% or above about 130%
MEKK2mut PB1 HTS = signal of MEK5 binding to mutant human MEKK2 PB1 domain; bead flow cytometry, Alexa488-MEK5 binding to MEKK2 mutant; percent response, % at 10 µM; actives 0.35% (n = 290,000); in the data active = percent response above about 24%, passing the limit was not always enough; also: inactives centre near 1; some results filed as inactive read as strong as hits
VIM-2 inhibitor = inhibitors of Pseudomonas aeruginosa VIM-2 metallo-beta-lactamase; purified VIM-2, nitrocefin hydrolysis, epi-absorbance fluorescence; inhibition, % at 5.6 µM; actives 0.89% (n = 290,000); AID 1527;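 active = inhibition above the mean of all tested compounds plus 3 SD, cutoff set per screening run, cut at about 7.5% in these data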;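 also: red hydrolysis product quenches plate fluorescence so inhibitors raise well fluorescence; 0% = enzyme with DMSO and 100% = DMSO without enzyme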
NS3 helicase inh = blocks Hepatitis C virus NS3 helicase unwinding | NS3 helicase DNA unwinding, Cy5 molecular beacon fluorescence | inhibition, % at 10.9 µM | actives 0.56% (n = 290,000);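 active = inhibition above the mean of all tested compounds plus 3 SD, set per campaign, cut at about 35% in these data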;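 also: 0% = DMSO wells and 100% = thioflavine S control wells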
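Measured by: Cy5 fluorescence, 0 and 60 min reads / Assay system: NS3 helicase fragment of HCV / Control set: low DMSO, high thioflavine S at 110 µM / Times: 1 h reaction at 25 °C, ATP-initiated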
Numbers without * were called inactive; . = not tested or not shown; [ ] = remark or other dose.

Screens by letter: A = UBC9 SUMO inh; B = NALP1 yeast inh; C = IMP-1 inh; D = DNA FID counter; E = M18AAP inhibitor; F = MEKK2wt PB1 HTS; G = MEKK2mut PB1 HTS; H = VIM-2 inhibitor; I = NS3 helicase inh
Cc1nc2cc(CC(=O)O)ccc2o1
  A: -2	B: -4	C: -1.8	D: -2	E: 7	F: 99	G: 2	H: -0.8	I: -5

COc1ccc(Cl)cc1N(C(C)C(=O)O)S(C)(=O)=O (centres undefined)
  A: 11	B: 5	C: -1.3	D: 3	E: -17	F: 97	G: -4	H: 1.3	I: -1

O=C(CN1CCCC1)NCC12CC3CC(CC(C3)C1)C2
  A: 17	B: 28	C: -0.7	D: 1	E: -6	F: 91	G: -5	H: -0.8	I: -9

CC(=O)c1cccc(NC(=O)N2CCCC2C(=O)NC2CCCC2)c1 (centres undefined)
  A: 11	B: 0	C: -0.7	D: -3	E: -1	F: 99	G: -3	H: -0.6	I: -9

CC(=O)Nc1cccc(C(=O)OC(C(=O)c2ccc(C)c(C)c2)c2ccccc2)c1 (centres undefined)
  A: -36	B: 2	C: -1.2	D: -3	E: -13	F: 92	G: -6	H: -2.1	I: -5

CC(=O)Nc1ccc(-c2cn3ccsc3n2)cc1
  A: 14	B: -3	C: -2.7	D: 2	E: 2	F: 106	G: 4	H: -1.1	I: 9

CC(=O)C(=Nc1ccccc1Cl)NNc1ccc(Cl)cc1
  A: 6	B: 6	C: -5.4	D: -1	E: -64	F: 102	G: 2	H: -1.8	I: 9

NC(=O)C1=C[C@H](c2csc3ccccc23)C[C@H](OCc2ccc(CO)cc2)O1
  A: -15	B: -5	C: -1.0	D: -26	E: -8	F: 107	G: 5	H: -0.6	I: -1

Cc1ccc(C2=NNC(C(O)C(O)C(O)C(O)CO)S2)cc1 (centres undefined)
  A: 13	B: 8	C: -4.8	D: -9	E: 2	F: 101	G: 5	H: -2.0	I: -1

c1ccc(OCc2nnc3sc(-c4cccs4)nn23)cc1
  A: 12	B: -3	C: -4.4	D: -23	E: 22	F: 103	G: 1	H: -6.1	I: 2

CCOc1cc(Br)c(/C=C2/C(=O)N(C)C(=S)N2CC(=O)OC)cc1OC
  A: 22	B: 6	C: -2.7	D: 1	E: 0	F: 95	G: -8	H: -5.5	I: -1

Cc1cc(C)nc(NC(=O)CSc2nnnn2-c2ccccc2)n1
  A: 17	B: -1	C: -2.6	D: -1	E: 13	F: 96	G: 1	H: -3.7	I: 1

COc1ccc(C(OC(=O)c2c(C)noc2C)C(=O)NC2CCCC2)cc1 (centres undefined)
  A: 8	B: 2	C: -2.1	D: -7	E: 4	F: 85	G: -6	H: -0.6	I: 2

S=c1nc(C2CCCCC2)[nH]c2ccccc12
  A: 13	B: -9	C: -4.5	D: -8	E: 6	F: 98	G: -3	H: -6.7	I: 1

CCO[C@@H]1OC(C(=O)N2CCN(Cc3ccc4c(c3)OCO4)CC2)=C[C@H](c2ccc3c(c2)OCO3)[C@H]1CCCO
  A: -1	B: -4	C: -2.8	D: -28	E: 3	F: 101	G: 2	H: -1.7	I: -8

O=C(c1ccccc1)c1nnc(-c2ccccc2F)o1
  A: 13	B: 16	C: -2.3	D: 0	E: 1	F: -1.0*[inhibitor]	G: -16	H: -1.9	I: -4

Cc1cccc(Cl)c1NNC(=O)Nc1c([N+](=O)[O-])c(C)nn1C
  A: 15	B: .	C: -2.7	D: -2	E: -1	F: 97	G: -1	H: -2.3	I: -31

Cc1ccc(S(=O)(=O)Nc2ccc3c(c2)nc(CCN2CCCCC2)n3C)cc1
  A: 14	B: -13	C: -2.2	D: 0	E: -3	F: 115	G: 12	H: -1.8	I: -17

CCn1c(SC(C)C(=O)Nc2nccs2)nnc1-c1ccncc1 (centres undefined)
  A: 8	B: 7	C: -2.5	D: -15	E: 0	F: 109	G: 8	H: -0.7	I: 1

Cc1ccc(C(=O)CCC(=O)N(C)CC(=O)Nc2c(Cl)cccc2Cl)cc1
  A: -8	B: 12	C: -3.3	D: -29	E: 5	F: 104	G: 6	H: -0.9	I: 3

Cc1noc(C)c1S(=O)(=O)Nc1ccc(C(=O)N2CCc3ccccc3C2)cc1
  A: 16	B: 3	C: -1.5	D: -27	E: -5	F: 103	G: 3	H: -2.3	I: -4

COc1ccccc1-n1c(SCC(=O)Nc2cccc3ccccc23)nc(O)cc1=O
  A: 13	B: 12	C: -3.4	D: -26	E: 8	F: 101	G: 10	H: -2.6	I: 1

COC(=O)CSc1nc2ccc(C)cc2[nH]1
  A: -11	B: 2	C: -3.5	D: -2	E: 5	F: 96	G: -8	H: -2.5	I: -6

CN(Cc1cnn(C)c1)Cc1nc(Cc2ccccc2Cl)no1
  A: 8	B: 3	C: -0.8	D: -6	E: 0	F: 95	G: -9	H: -1.2	I: 2

COc1ccccc1NCCC(=O)OCC(=O)Nc1ccc(Cl)cn1
  A: 26	B: 17	C: -2.9	D: -9	E: 5	F: .	G: .	H: -0.6	I: -5

CN1CCN(NS(=O)(=O)c2cccs2)CC1
  A: -6	B: 16	C: 0.7	D: 0	E: 4	F: 95	G: -2	H: 0.9	I: 14

COC(=O)c1c(C)[nH]c(C(=O)/C=C/c2ccccc2F)c1C
  A: 13	B: -3	C: -2.6	D: -4	E: 2	F: 93	G: -7	H: -1.7	I: 2

COc1ccc(Nc2nc(N)nc(CN(C)C3CCCCC3)n2)cc1
  A: 6	B: -8	C: -4.6	D: 4	E: 4	F: 99	G: 0	H: -1.2	I: 3

CCCC(C(=O)OCC)P(=O)(c1ccccc1)c1ccccc1 (centres undefined)
  A: 11	B: 4	C: 2.0	D: -12	E: 21	F: 101	G: 1	H: 2.2	I: 5

CCn1nc(C)c(CNC(=O)c2cc(COc3ccc(F)cc3Cl)on2)c1C
  A: -3	B: -31	C: -3.4	D: -39	E: 8	F: 100	G: 1	H: -2.6	I: 15

Cn1cnc(S(=O)(=O)Nc2cc(C(F)(F)F)ccc2N2CCOCC2)c1
  A: 24	B: 12	C: -2.4	D: -8	E: -14	F: 95	G: -2	H: -2.6	I: 7

CCn1cc([N+](=O)[O-])c(C(=O)N2CCCC2)n1
  A: 19	B: 14	C: -1.7	D: -5	E: -26	F: 105	G: 6	H: -0.5	I: -6

CCOc1ccc(C2C(C#N)=C(N)Oc3cc(C)oc(=O)c32)cc1 (centres undefined)
  A: 1	B: -2	C: -3.9	D: -3	E: 2	F: 110	G: 1	H: -5.2	I: -2

CCc1ccc(NC(=O)Nc2cc(C(=O)O)ccc2N2CC3CC(C2)c2cccc(=O)n2C3)cc1 (centres undefined)
  A: .	B: 15	C: -1.7	D: -49	E: -6	F: 99	G: 4	H: -1.1	I: 4

CNC(=O)N(O)C1N(NC(=O)Nc2cccc3ccccc23)C(=S)SC1(C)C (centres undefined)
  A: 0	B: 1	C: -2.9	D: 3	E: 0	F: 105	G: 1	H: -4.6	I: -8

C/C(CC(=O)Nc1ccccc1)=N\NC(=O)COc1ccc(C)cc1Br
  A: 4	B: -10	C: -2.4	D: -13	E: -4	F: 102	G: 9	H: -3.5	I: 3

O=[N+]([O-])c1ccc(-c2cnc3ccccc3n2)cc1
  A: 12	B: 8	C: -2.7	D: -1	E: -3	F: 117	G: 11	H: -1.2	I: -16

Cc1nc2scc(-c3ccc(C(C)(C)C)cc3)c2c(=O)n1N
  A: 0	B: 3	C: -0.5	D: -26	E: -1	F: 96	G: -1	H: 2.0	I: -2

CN1CCN(S(=O)(=O)c2ccc(Sc3nnnn3-c3ccccc3)c([N+](=O)[O-])c2)CC1
  A: 15	B: 28	C: -2.5	D: 11	E: -3	F: 98	G: 0	H: -2.0	I: -5

O=c1[nH]c(-c2ccncc2)nc2ccccc12
  A: 5	B: 8	C: -3.0	D: -2	E: 8	F: 102	G: 1	H: -1.3	I: 3

Cc1nc(N(C)C)ncc1C(=O)O
  A: 36	B: 0	C: -6.3	D: 0	E: -6	F: 110	G: 6	H: -0.8	I: -12

CC(=O)NCc1nc2ccccc2n1C(C)C
  A: 14	B: 30	C: 3.3	D: 3	E: -6	F: 109	G: 7	H: -1.9	I: 0

Cc1cc(N2CCN(c3nc(-c4ccccc4)cs3)CC2)c2ccccc2n1
  A: -5	B: 21	C: -1.2	D: 0	E: -2	F: 129	G: 2	H: -4.1	I: -13

FC(F)Sc1ccc(NC(=S)NC2CCCC2)cc1
  A: 15	B: 8	C: -2.4	D: -6	E: 4	F: 104	G: -2	H: -2.6	I: -3

Cc1cccn2cc(-c3ccc(S(=O)(=O)N4CCCCC4)cc3)nc12
  A: 36	B: 11	C: -1.2	D: -29	E: 0	F: 99	G: -1	H: 1.2	I: -9

CCN(CC)CC#CC(C)OCOCC#CCOC (centres undefined)
  A: 18	B: 1	C: -3.1	D: 4	E: 4	F: 105	G: 3	H: -5.2	I: 0

CCC(C)NC(=O)Cn1cnc2sc(C)c(S(=O)(=O)N3CCCCC3)c2c1=O (centres undefined)
  A: -5	B: 9	C: -3.3	D: -9	E: -1	F: 101	G: 4	H: -5.7	I: 0

COc1ccc(CC(=O)NCc2ccccc2)cc1
  A: 4	B: 8	C: -1.4	D: 1	E: -2	F: 110	G: 8	H: -1.8	I: 3

CC(C)(C)c1n[nH]c(=S)n(/N=C/c2cccs2)c1=O
  A: -12	B: 28	C: -3.4	D: -9	E: 9	F: 109	G: 0	H: -3.0	I: -2

COCCn1c(SCC(=O)c2ccc3c(c2)OCCO3)nnc1-c1ccco1
  A: 24	B: -1	C: -2.4	D: -17	E: -11	F: 103	G: 2	H: 1.2	I: 2

C/C(=N\OC(=O)c1cccc(C(F)(F)F)c1)c1sc(-c2ccccc2)nc1C
  A: 11	B: 35	C: -1.3	D: 1	E: -5	F: .	G: .	H: -2.4	I: 4

Cc1ccc(S(=O)(=O)NCC(=O)OCC(=O)NC(=O)NC2CCCC2)cc1
  A: 2	B: -2	C: 0.0	D: -15	E: -1	F: 106	G: 2	H: 1.6	I: 17

High-throughput results: PubChem, several laboratories
